# Screening data deposited in PubChem BioAssay by several laboratories.
# TRPC6 inh: mouse TRPC6 channel inhibitors, primary screen, cell-based, HEK293, membrane potential dye. 310,000 tested, 1.1% active. ACh-evoked depolarization; active compounds read low. Short transient receptor potential channel 6 (Mus musculus), Q61143. B-score at 10 µM. AID 2553, 2010;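 active = B-score under library mean minus 3 SD, initial fluorescence not abnormally high, positive integrated signal ratio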;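 note: B-score derived from integrated fluorescence ratio over the kinetic read; more negative B-score means stronger inhibition of depolarization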
# TRPC6 activator: mouse TRPC6 channel activators, primary screen, cell-based, HEK293, membrane potential dye. HEK293-TRPC6 membrane potential dye fluorescence; active compounds read high. B-score at 10 µM. 310,000 tested, 0.13% active;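 active = B-score of the integrated fluorescence ratio above library mean plus 3 SD, and starting fluorescence ratio within library mean plus 5 SD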;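 note: higher score means more depolarization so channel activation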
# SKKanGAS inh: S. pyogenes SKKanGAS growth inhibitors in kanamycin, primary screen, streptokinase expression inhibitor project, SKKanGAS strain, BacTiter-Glo luminescence; 6 h; inhibition, % at 7.5 µM; 300,000 tested, 1.3% active; AID 1662, 2009;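 active = mean replicate score, as percent of positive control median, at least 50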;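 note: strain carries kanamycin resistance gene driven by streptokinase promoter and grows in 40 µg/ml kanamycin; loss of luminescence reflects streptokinase promoter inhibition or plain growth inhibition; 0% = median of DMSO wells and 100% = positive control at its reference dose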
# MrgX1 antag: antagonists of human MrgX1 receptor, primary screen, HEK293 cells, Fluo-4 calcium flux | Mas-related G-protein coupled receptor member X1 (Homo sapiens), Q96LB2 | BAM8-22 antagonism; active compounds read low | B-score at 10 µM | 310,000 tested, 1.3% active;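 active = calcium-response B-score plate-corrected more than 3 library SD below zero, starting fluorescence within 5 deviations, no agonist response on first addition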;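 note: peak minus trough fluorescence over baseline after final BAM8-22 challenge near maximal dose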
# Target sequence (Q96LB2 whole entry, looked up): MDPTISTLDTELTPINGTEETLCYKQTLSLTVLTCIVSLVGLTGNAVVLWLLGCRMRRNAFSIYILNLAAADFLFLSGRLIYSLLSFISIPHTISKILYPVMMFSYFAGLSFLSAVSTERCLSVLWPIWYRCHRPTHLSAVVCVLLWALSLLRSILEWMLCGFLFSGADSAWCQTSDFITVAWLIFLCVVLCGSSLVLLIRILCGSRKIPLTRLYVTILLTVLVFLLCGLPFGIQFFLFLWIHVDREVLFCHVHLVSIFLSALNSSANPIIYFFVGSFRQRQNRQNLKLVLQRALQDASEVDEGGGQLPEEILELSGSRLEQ
# HDAC3 inh: HDAC3 deacetylase inhibitors, primary screen, biochemical, fluorescence, cell-free homogeneous; Histone deacetylase 3 (Homo sapiens), O15379; recombinant HDAC3, fluorogenic peptide/trypsin coupled; inhibition, % at 8.3 µM; 320,000 tested, 0.15% active; in the data active = inhibition above about 26%, passing the limit was not always enough
# Target sequence (O15379 whole entry, looked up): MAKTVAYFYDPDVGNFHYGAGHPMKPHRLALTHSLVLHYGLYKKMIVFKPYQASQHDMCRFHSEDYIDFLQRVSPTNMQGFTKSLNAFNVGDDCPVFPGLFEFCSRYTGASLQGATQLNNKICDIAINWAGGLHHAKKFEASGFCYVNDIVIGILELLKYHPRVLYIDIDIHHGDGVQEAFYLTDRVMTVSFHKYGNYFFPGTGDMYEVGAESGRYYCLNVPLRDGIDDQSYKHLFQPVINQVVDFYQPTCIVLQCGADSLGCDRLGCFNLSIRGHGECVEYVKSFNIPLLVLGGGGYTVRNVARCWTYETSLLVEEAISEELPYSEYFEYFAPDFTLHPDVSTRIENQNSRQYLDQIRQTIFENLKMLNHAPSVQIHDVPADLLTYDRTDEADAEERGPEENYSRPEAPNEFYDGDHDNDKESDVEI
# MrgX1 agonist: agonists of human MrgX1 receptor, primary screen, HEK293 cells, Fluo-4 calcium flux | Mas-related G-protein coupled receptor member X1 (Homo sapiens), Q96LB2 | Fluo-4 calcium fluorescence, agonist mode; active compounds read high | B-score at 10 µM | 310,000 tested, 0.44% active;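 active = calcium response B-score plate-corrected fluorescence ratio at least 3 library SD, with starting fluorescence B-score inside 5 SD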
#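 System: HEK293 cells stably expressing human MrgX1 receptor; Dosing: test compound in the initial addition of three; Schedule: overnight plating, then 30 min 37 °C plus 30 min room-temperature dye loading; Detection: kinetic calcium dye fluorescence, Fluo-4 NW; Controls: per-plate positive and negative controls for Z′ factor.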
# MrgX1 allo act: positive allosteric modulators of MrgX1, primary screen, HEK293 cells, Fluo-4 calcium flux; FDSS; active compounds read high; B-score at 10 µM; 310,000 tested, 0.63% active; AID 588675, 2011;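 active = plate-corrected calcium response at least 3 library SD above typical, normal starting fluorescence, not activating the receptor alone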;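 note: compound read alongside a low EC10 to EC30 dose of BAM8-22 agonist; peak minus trough fluorescence over baseline measured at the second addition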
# TMEM16A act: TMEM16A chloride channel activators or potentiators, primary screen, cell-based, HTS; Anoctamin-1 (Mus musculus), Q8BHY3; HEK293 TMEM16A/YFP-H148Q/I152L, iodide quench fluorescence; active compounds read low; B-score at 10 µM; 340,000 tested, 0.3% active; AID 623877, 2012;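 active = fluorescence-ratio B-score plate-corrected deviation score at least 3 library SD below zero, with starting fluorescence score within 5 deviations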;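 note: channel opened by trigger with iodide after compound preincubation; score built on the fluorescence ratio of max minus min over baseline; more negative score means more quench and so TMEM16A activation or potentiation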
# ANO1 block: TMEM16A chloride channel inhibitors, primary screen, cell-based, HTS | normalized B-score (activity score, 25-100; higher = stronger inhibition) at 10 µM | 310,000 tested, 1.2% active | HEK293 TMEM16A/YFP iodide influx fluorescence, ionomycin | Anoctamin-1 (Mus musculus), Q8BHY3;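 active = ratio plate-corrected score three or more library SD toward inhibition, starting fluorescence score within five deviations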;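 note: score derived from kinetic fluorescence span divided by baseline fluorescence per well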
# RGS4 pot: RGS4 potentiators or activators, primary screen, cell-based, HEK293 M3R inducible RGS4, calcium flux | carbachol calcium flux Fluo4; active compounds read low | B-score at 10 µM | 310,000 tested, 0.92% active | AID 463111, 2010;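 active = B-score of the integrated calcium signal more than 4 SD below the library mean, with starting fluorescence not abnormally high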;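 note: negative B-score means reduced calcium response which marks RGS4 activation or potentiation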
#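 Reagent: ECmax carbachol challenge; Test system: M3R-expressing HEK293 line, RGS4 induced by doxycycline; Schedule: overnight RGS4 induction, 30 min dye load 37 °C, 20 min compound RT; Detection: calcium dye Fluo4 fluorescence; Read-out: Agonist-evoked peak-minus-minimum fluorescence over baseline, integrated ratio, B score.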
# RGS4 block: RGS4 inhibitors, primary screen, cell-based, HEK293 M3R inducible RGS4, calcium flux; Fluo-4 calcium flux; active compounds read high; triggered by carbachol at its EC20; B-score at 10 µM; 310,000 tested, 0.45% active; Regulator of G-protein signaling 4 (Homo sapiens), P49798;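 active = B-score, a plate-corrected calcium signal, over three deviations above library mean, with baseline fluorescence within five deviations of library mean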;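 note: RGS4 expression induced by doxycycline in cells with stable M3 receptor; B-score is computed from the integrated fluorescence ratio over baseline after carbachol; higher B-score means a larger calcium signal and so more RGS4 inhibition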
# Target sequence (P49798 whole entry, looked up): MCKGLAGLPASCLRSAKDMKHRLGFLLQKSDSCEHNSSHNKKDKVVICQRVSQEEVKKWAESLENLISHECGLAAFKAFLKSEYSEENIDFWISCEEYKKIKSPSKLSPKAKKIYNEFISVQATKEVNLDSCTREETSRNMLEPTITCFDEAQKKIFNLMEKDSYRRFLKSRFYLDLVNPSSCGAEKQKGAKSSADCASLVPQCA
# An asterisk follows results filed as active; i = inactive; · = no result given.
# Results follow in this order: TRPC6 inh, TRPC6 activator, SKKanGAS inh, MrgX1 antag, HDAC3 inh, MrgX1 agonist, MrgX1 allo act, TMEM16A act, ANO1 block, RGS4 pot, RGS4 block
CN1CCN(S(=O)(=O)c2cccc(C(=O)N3CCc4ccccc43)c2)CC1
  i, i, -5, i, -1, i, i, i, i, i, i
O=C(c1ccc2c(c1)OCO2)N(c1ccccc1)C1C=CS(=O)(=O)C1 (stereo not drawn)
  i, i, 5, i, 5, i, i, i, i, i, i
O=c1c2cnn(-c3ccccc3)c2ncn1Cc1ccco1
  i, i, 1, i, 3, i, i, i, i, i, i
CNC(=O)c1ccc(NC(=O)C2CCN(c3ncnc4sc(C)c(C)c34)CC2)cc1
  i, i, 1, i, 4, i, i, i, i, i, i
Cc1cc(C)c(S(=O)(=O)N2CCCC(C(=O)NCCC3=CCCCC3)C2)c(C)c1 (stereo not drawn)
  i, i, 1, i, 7, i, i, i, i, i, i
O=S(=O)(NC1CCCCC1NCc1ccco1)c1ccc(Cl)cc1 (stereo not drawn)
  i, i, -1, i, 3, i, i, i, i, i, i
O=C(Nc1ccn(Cc2ccccc2)n1)c1cccc(Cn2cc([N+](=O)[O-])cn2)c1
  i, i, 4, i, 4, i, i, i, i, i, i
CCC(=O)N/C=C/n1cnc2cc(C(F)(F)F)ccc21
  i, i, 8, i, -8, i, i, i, i, i, i
CCn1c2ccccc2c2cc(NC(=O)COC(=O)c3cc(OC)c(OC)cc3OC)ccc21
  i, i, 17, i, 1, i, i, i, i, i, i
Cc1ccc(C(=O)NCC(=O)OC(C)C(=O)Nc2ccc(N(C)C)cc2)cc1C (stereo not drawn)
  i, i, -6, i, 17, i, i, i, i, i, i
CC(=O)c1cccc(-n2c(CCC(=O)O)ccc2-c2ccccc2)c1
  i, i, 10, i, -3, i, i, i, i, i, i
CN1CCN(C(=O)c2ccc3c(Cl)c4c(nc3c2)CCCC4)CC1
  i, i, -8, i, 1, i, i, i, i, i, i
COc1ccc(Nc2nnc(-c3ccc(C)cc3)c3ccccc23)cc1C(=O)N1CCCCC1
  i, i, 16, i, 2, i, i, i, i, i, i
N#CCC(=O)N/N=C/c1cn(Cc2ccc3ccccc3c2)c2ccccc12
  i, i, 3, i, 1, i, i, i, i, i, i
Cc1ccc(/C=C/C(=O)c2ccccc(=O)c2O)cc1C
  i, i, 97*, i, 12, i, i, i, i, i, 11*
CC1CCN(c2c([N+](=O)[O-])c(=O)n(-c3ccccc3)c3ccccc23)CC1
  i, i, -1, i, -4, i, i, i, i, i, i
CC(=O)Oc1c(C)cc(O)c2ccccc12
  i, i, 1, i, -3, i, i, ·, i, i, i
CCN(CC)C(=O)C1CCCN(c2ncnc3c2cnn3-c2ccc(Cl)cc2)C1 (stereo not drawn)
  i, i, 4, i, 9, i, i, i, i, i, i
O=[N+]([O-])c1ccc(O)c(/C=N/n2c(-c3ccccc3)n[nH]c2=S)c1
  i, i, -4, i, 9, i, i, i, i, i, i
CCC(=O)N(Cc1cc2cc(OC)ccc2[nH]c1=O)c1ccccc1C
  i, i, -1, i, ·, i, i, i, i, i, i
O=C1N/C(=N\S(=O)(=O)Cc2ccccc2)S/C1=C/c1cccc([N+](=O)[O-])c1
  i, i, -6, i, 9, i, i, i, i, i, i
Cn1c(C(=O)NCc2ccccc2)cc2oc3ccccc3c21
  i, i, 1, i, -1, i, i, i, i, i, i
O=C(Nc1cccnc1)c1cnc2ccccc2n1
  i, i, -3, i, 4, i, i, i, i, i, i
O=C(Cn1nnc(-c2ccc(F)cc2)n1)N1CCCCC1
  i, i, 0, i, -2, i, i, i, i, i, i
O=C(N/N=C/c1ccco1)c1csc2c1CCCC2
  i, i, -1, i, 2, i, i, i, i, i, i
Cc1ccccc1NC(=O)C(Cl)=C(Cl)Cl
  i, i, -5, i, -3, i, i, i, i, i, i
C/C=C/C(=O)Nc1cccc(C(F)(F)F)c1
  i, i, 0, i, 3, i, i, i, i, i, i
O=C(O)c1cccc(N2C(=O)c3cccc4c(Cl)ccc(c34)C2=O)c1
  i, i, 0, i, -9, i, i, i, i, i, i
Cc1ccc(S(=O)(=O)N2CCOCC2)cc1C(=O)N1CCCC1
  i, i, 3, i, 2, i, i, i, i, i, i
O=C(NCc1ccc(F)cc1)C(=O)NCC1OCCN1S(=O)(=O)c1cccs1 (stereo not drawn)
  i, i, -1, i, 6, i, i, i, i, i, i
CN(CCc1cnn(C)c1)C(=O)CCc1nnc(CCCc2ccccc2)o1
  i, i, -7, i, -4, i, i, i, i, i, i
COc1ccc(C)cc1NC(=O)CSCc1ccccc1C
  i, i, 5, i, 0, i, i, i, i, i, i
CC(=O)c1ccc(N2CCN(CC(O)c3ccccc3)CC2)cc1 (stereo not drawn)
  i, i, -2, i, 5, i, i, i, i, i, i
COCC(C)NC(=O)NC(=O)c1ccc(Cl)cc1 (stereo not drawn)
  i, i, 13, i, -3, i, i, i, i, i, i
CNC(=S)Nc1cc(OC)ccc1OC
  i, i, 2, i, 1, i, i, i, i, i, i
CC(C)(C)NC(=O)C(OC(=O)Cn1nnc(-c2ccc(F)cc2)n1)c1ccncc1 (stereo not drawn)
  i, i, -2, i, 6, i, i, i, i, i, i
OCC(O)C1OC(Nc2ccc(Br)cc2)C(O)C1O (stereo not drawn)
  i, i, 2, i, 1, i, i, i, i, i, i
CC1CCN(c2nc3ccccc3nc2C(C#N)C(=O)NC2CCCCC2)CC1 (stereo not drawn)
  i, i, 68*, i, -11, i, i, ·, i, i, i
O=C(CSc1cccc[n+]1[O-])Nc1ccc([N+](=O)[O-])cc1Cl
  i, i, 2, i, -3, i, i, i, i, i, i
COc1ccc(-c2noc(N(C)CC(=O)Nc3cccc(C(F)(F)F)c3)n2)cc1
  i, i, 0, i, 18, i, i, i, i, i, i
CCOC(=O)c1c(NC(C)=O)sc2c(OC)cccc12
  i, i, -1, i, 3, i, i, i, i, i, i
Cc1ccc(NC(=O)CS(=O)CC(=O)N(c2ccccc2F)C(C)C(=O)NC2CCCC2)cc1 (stereo not drawn)
  i, i, -6, i, -4, i, i, i, i, i, i
CCn1cc(NC(=O)CCl)c(C)n1
  i, i, -3, i, ·, i, i, ·, i, i, i
NC(=O)c1cc(S(=O)(=O)N2CCN(c3cccc(Cl)c3)CC2)cs1
  i, i, -4, i, 4, i, i, i, i, i, i
Nc1c(C(=O)c2ccccc2)sc(Nc2ccccc2)c1S(=O)(=O)c1ccccc1
  i, i, 2, i, 3, i, i, i, i, i, i
COc1ccc(-n2cc(-c3ccccc3)nc2SC)cc1
  i, i, -8, i, 6, i, i, i, i, i, i
C/C(=N\Nc1nnc(-c2ccccc2)c(-c2ccccc2)n1)c1cccc([N+](=O)[O-])c1
  i, i, 25, i, 2, i, i, i, i, i, i
O=C(Nc1ccc2c(c1)OCO2)c1ccc(Cl)c(S(=O)(=O)N2CCOCC2)c1
  i, i, 11, i, 0, i, i, i, i, i, i
CN1/C(=C\C(=S)NC(=O)c2ccc([N+](=O)[O-])cc2)C(C)(C)c2ccccc21
  i, i, 4, i, 6, i, i, i, i, i, i
COc1ccc2nc(NC(=O)c3ccccc3[N+](=O)[O-])sc2c1
  i, i, -16, i, -5, i, i, i, i, i, i
Fc1ccc(NC(=S)NN2CCOCC2)cc1Cl
  i, i, -2, i, 8, i, i, i, i, i, i
COc1ccccc1C(=O)N1CCCN(C(=O)c2ccccc2OC)CC1
  i, i, 3, i, 1, i, i, i, i, i, i
C=CCN(CC(=O)NC1CCCC1)C(=O)C(=O)Nc1ccc2c(c1)OCCO2
  i, i, 14, i, -1, i, i, i, i, i, i
O=C(Nc1ccc(Cl)cc1)C1CCCN(c2cnccn2)C1 (stereo not drawn)
  i, i, 3, i, 9, i, i, i, i, i, i
CCc1ccc(CCC(=O)Nc2nc(CC(C)=O)ns2)o1
  i, i, 5, i, 3, i, i, i, i, i, i
Cn1c(SCC(=O)Nc2ccc(Br)cc2)nc(O)cc1=O
  i, i, 33, i, 5, i, i, i, i, i, i
CCc1ccccc1NC(=O)c1ccccc1Sc1ccc([N+](=O)[O-])cc1Cl
  i, i, -4, i, -6, i, i, i, i, i, i
COCCN(C(=O)Cc1coc2cc(C)c(C)cc12)c1c(N)n(Cc2ccccc2)c(=O)[nH]c1=O
  i, i, -12, i, -4, i, i, i, i, i, i
CCC1(c2ccc(F)cc2)NC(=O)N(CC(=O)N2CCN(S(=O)(=O)c3ccc(Cl)cc3)CC2)C1=O (stereo not drawn)
  i, i, -18, i, 8, i, i, i, i, i, i
Cc1ccc(S(=O)(=O)N2CCN(CC(O)c3ccccc3)CC2)cc1 (stereo not drawn)
  i, i, -1, i, 7, i, i, i, i, i, i

# (cont.)
# Results follow in this order: TRPC6 inh, TRPC6 activator, SKKanGAS inh, MrgX1 antag, HDAC3 inh, MrgX1 agonist, MrgX1 allo act, TMEM16A act, ANO1 block, RGS4 pot, RGS4 block
C=CCn1c(N)c(C(=O)NCC2CCCO2)c2nc3ccccc3nc21 (stereo not drawn)
  i, i, 7, i, -69, i, i, i, i, i, i
Cc1ccc(C(=O)/C=C/c2cc(C#N)n(C)c2C)cc1
  i, i, 0, i, 1, i, i, i, i, i, i
O=C(Cn1cc2c(n1)CCCC2)N1CCCc2ccccc21
  i, i, -3, i, 2, i, i, i, i, i, i
CCc1ccc2c(c1)[C@]1(C(=O)N2)[C@@H]2C(=O)N(Cc3ccccc3)C(=O)[C@@H]2[C@@H]2CCCN21
  i, i, 0, i, 8, i, i, i, i, i, i
